Assay outcomes (PubChem BioAssay)
PRC2 inh = EZH2/PRC2 methyltransferase inhibitors, primary screen, biochemical, DELFIA time-resolved fluorescence, single point; Histone-lysine N-methyltransferase EZH2 (Homo sapiens), Q15910; PRC2 H3K27 methylation, DELFIA TRF, 1 h; actives 0.35% (n = 57,000); inhibition, % at 12.5 µM;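 active = mean inhibition of replicates at least 50% and every single replicate also reaching 50%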;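 note: dimethyl H3K27 on biotinylated H3 21-44 peptide detected by antibody; plate controls were median neutral control wells for no effect and median positive control wells for full effect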
IDH1 R132H inh = inhibitors of IDH1 R132H reductase, primary screen, biochemical, plate reader, single point; Isocitrate dehydrogenase [NADP] cytoplasmic (Homo sapiens), O75874; diaphorase/resazurin fluorescence, 60 min; inhibition, % at 10 µM; actives 0.18% (n = 70,000); AID 624101, 2012; in the data active = inhibition above about 34%;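 note: 0% = DMSO and 100% = no enzyme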
Target sequence (O75874 whole entry R132H): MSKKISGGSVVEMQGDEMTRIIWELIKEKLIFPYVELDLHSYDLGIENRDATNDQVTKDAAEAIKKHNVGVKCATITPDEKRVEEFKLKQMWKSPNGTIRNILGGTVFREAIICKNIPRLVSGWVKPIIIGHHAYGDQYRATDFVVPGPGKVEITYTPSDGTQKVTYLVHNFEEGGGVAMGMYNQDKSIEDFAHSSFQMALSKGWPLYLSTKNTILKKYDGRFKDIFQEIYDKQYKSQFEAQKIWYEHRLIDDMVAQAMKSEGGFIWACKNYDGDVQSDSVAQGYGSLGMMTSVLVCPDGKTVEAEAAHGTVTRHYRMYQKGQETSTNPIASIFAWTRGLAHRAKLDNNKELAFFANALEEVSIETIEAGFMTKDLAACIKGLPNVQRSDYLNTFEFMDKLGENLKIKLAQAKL
Active calls of the source: *; / = no result given. Some of the compounds tested (hit frequency here may not be typical).

Second line of a record – PRC2 inh | IDH1 R132H inh
(1) CCCN1C[C@@H](C)[C@H](OC)CN(C)C(=O)c2cc(NS(=O)(=O)CC)ccc2OC[C@@H]1C
 : 1 | 0.1
(2) Cc1ccc(S(=O)(=O)N(C)C[C@@H]2Oc3ccc(NC(=O)Cn4cnnn4)cc3C(=O)N([C@@H](C)CO)C[C@@H]2C)cc1
 : / | -5.4
(3) Cc1noc(C)c1S(=O)(=O)Nc1ccc2c(c1)C(=O)N([C@@H](C)CO)C[C@H](C)[C@@H](CN(C)Cc1ccccc1)OCCCC[C@H](C)O2
 : / | 1.0
(4) O=C(O)CCCCCC(=O)N/N=C/c1ccccc1[N+](=O)[O-]
 : 7 | 0.1
(5) CO[C@H]1CN(C)C(=O)c2cc(NC(=O)NC(C)C)ccc2OC[C@H](C)N(Cc2ccccc2)C[C@H]1C
 : 2 | 0.1
(6) O=C(CN1CCOCC1)NCC[C@@H]1CC[C@H](NC(=O)Nc2ccc(Cl)cc2)[C@@H](CO)O1
 : -3 | 0.1
(7) O=C(O)C[C@@H]1CC[C@@H](NC(=O)c2ccncc2)[C@@H](CO)O1
 : 12 | 0.8
(8) CO[C@H]1CN(C)C(=O)c2cc(NS(=O)(=O)c3cccc(F)c3)ccc2OC[C@@H](C)N(Cc2cc(F)ccc2F)C[C@H]1C
 : 19 | -0.2
(9) C[C@H](CO)N1C[C@H](C)[C@H](CN(C)Cc2ccccc2)Oc2ccc(NS(=O)(=O)c3cccs3)cc2CC1=O
 : 19 | -0.3
(10) CO[C@H](CN(C)S(=O)(=O)c1ccc(Cl)cc1)[C@H](C)CN(C(=O)Nc1ccccc1F)[C@@H](C)CO
 : 0 | -0.3
(11) CC(C)NC(=O)N(C)C[C@@H]1Oc2ccc(NC(=O)CCCCCC(=O)Nc3ccccc3N)cc2CC(=O)N([C@H](C)CO)C[C@@H]1C
 : -14 | -0.2
(12) COc1ccc(S(=O)(=O)Nc2ccc3c(c2)CC(=O)N([C@H](C)CO)C[C@H](C)[C@@H](CN(C)S(C)(=O)=O)O3)cc1
 : / | -18
(13) CCC(CCCCC(=O)CCCCC1CCC(=O)O1)O[C@@H]1O[C@H](CO[C@@H]2O[C@H](CO)[C@@H](O)[C@H](O)[C@H]2O)[C@H](OC(=O)/C=C/c2ccc(O)cc2)[C@H](OC(C)=O)[C@H]1O (stereo not given in full)
 : / | 0.1
(14) COc1ccccc1NC(=O)N[C@@H]1CC[C@@H](CCn2cc(-c3ccccc3OC)nn2)O[C@H]1CO
 : -3 | -0.6
(15) CN1CCCN=C1/C=C/c1cccs1
 : 12 | -1.1
(16) O=C(N[C@@H]1CC[C@@H](CCNC(=O)c2ccccc2F)O[C@H]1CO)c1ccc2c(c1)OCO2
 : -6 | -0.4
(17) COc1ccc(CN(C)C[C@H]2OCCCC[C@@H](C)Oc3ccc(NS(=O)(=O)c4ccc(OC)cc4)cc3C(=O)N([C@@H](C)CO)C[C@H]2C)cc1
 : / | -1.2
(18) C[C@@H]1CN([C@H](C)CO)C(=O)c2cc(NC(=O)CCCN(C)C)ccc2O[C@H]1CN(C)CC1CCCCC1
 : / | 7.5
(19) C[C@@H]1CCCCO[C@@H](CN(C)C(=O)Cc2ccccc2)[C@@H](C)CN([C@H](C)CO)C(=O)c2cc(NS(=O)(=O)c3cccs3)ccc2O1
 : / | 2.3
(20) O=C(CCCCCC(=O)Nc1ccccc1O)N/N=C/[C@@H](O)[C@H](O)[C@H](O)CO
 : 6 | 0.1
(21) Cc1noc(C)c1NC(=O)Nc1ccc2c(c1)C(=O)N([C@H](C)CO)C[C@H](C)[C@H](CN(C)Cc1ccc(C(=O)O)cc1)O2
 : / | -2.0
(22) C[C@@H]1CN([C@H](C)CO)S(=O)(=O)c2ccc(C#Cc3ccncc3)cc2O[C@@H]1CN(C)C(=O)Nc1ccc2c(c1)OCO2
 : 8 | /
(23) O=C(C[C@@H]1C=C[C@H](NC(=O)Nc2ccccc2)[C@H](CO)O1)NCc1cccc(F)c1
 : 7 | -0.3
(24) C[C@@H]1CN([C@@H](C)CO)C(=O)c2cc(-c3ccccc3F)cnc2O[C@H]1CN(C)C(=O)C1CCOCC1
 : 15 | 0.0
(25) C[C@@H]1CN([C@H](C)CO)C(=O)c2cc(Br)cnc2O[C@@H]1CN(C)CC1CCCC1
 : 9 | -0.6
(26) Cc1noc(C)c1NC(=O)Nc1cccc2c1O[C@@H](CN(C)S(=O)(=O)c1ccc(Cl)cc1)[C@@H](C)CN([C@@H](C)CO)C2=O
 : / | 1.7
(27) CCOc1ccccc1NC(=O)C1C(C(=O)O)C2C=CC1C21CC1 (stereo not given)
 : -14 | -0.2
(28) C[C@@H](NC(=O)C[C@@H]1CC[C@H](NC(=O)c2cccnc2)[C@H](CO)O1)c1ccccc1
 : 13 | -0.1
(29) COc1ccc(C(=O)NC(CC(C)C)C(=O)O)cc1OC (stereo not given)
 : / | 0.6
(30) CN(CCC#N)CC(=O)Nc1ccccc1[N+](=O)[O-]
 : -2 | 0.2
(31) CCOc1ccc2[nH]c(C)c(CCC(C)=O)c(=O)c2c1
 : -6 | 0.1
(32) O=C(C[C@@H]1C[C@H]2c3cc(NC(=O)C4CCC4)ccc3O[C@H]2[C@@H](CO)O1)NCC(F)(F)F
 : 12 | 0.0
(33) C[C@@H]1CN([C@@H](C)CO)C(=O)c2ccccc2-c2ccccc2CO[C@@H]1CN(C)Cc1ccncc1
 : 10 | -0.1
(34) CC(C)NC(=O)Nc1ccc2c(c1)C(=O)N([C@H](C)CO)C[C@H](C)[C@@H](CN(C)Cc1ccc(Cl)c(Cl)c1)O2
 : 0 | /
(35) COc1ccc(NC(=O)Nc2ccc3c(c2)C(=O)N([C@@H](C)CO)C[C@H](C)[C@H](CN(C)CC2CCCCC2)OCCCC[C@H](C)O3)cc1
 : / | 1.4
(36) C[C@H](CO)N1C[C@H](C)[C@@H](CN(C)C(=O)c2ccc3c(c2)OCO3)Oc2ncc(/C=C/c3ccccc3)cc2C1=O
 : -4 | 3.3
(37) Cc1ccc(OC(=O)N(C)C[C@H]2OCc3ccccc3-c3ccccc3C(=O)N([C@H](C)CO)C[C@@H]2C)cc1
 : 2 | 0.6
(38) O=C(CSc1nnc(-c2ccccc2)n1-c1ccc(F)cc1)c1ccccc1
 : 11 | 0.3
(39) COc1ccc(C(=O)c2ccccc2O)c(O)c1
 : / | 2.9
(40) CC(C)NC(=O)N(C)C[C@H]1Oc2ccc(N(C)C)cc2C(=O)N([C@H](C)CO)C[C@@H]1C
 : 1 | /
(41) COc1ccc(NC(=O)N(C)C[C@@H]2Oc3ncc(Br)cc3C(=O)N([C@H](C)CO)C[C@@H]2C)cc1
 : -24 | /
(42) Cc1noc(C)c1S(=O)(=O)Nc1ccc2c(c1)CC(=O)N([C@@H](C)CO)C[C@H](C)[C@H](CN(C)C(=O)Nc1cccc3ccccc13)O2
 : / | 11
(43) Cc1cccc(NC(=O)CCCC(=O)O)c1C
 : -6 | 0.3
(44) CCCN1C[C@H](C)[C@H](OC)CN(C)C(=O)c2ccc(NC(=O)Nc3c(C)noc3C)cc2OC[C@@H]1C
 : 1 | -0.1
(45) Cc1nnc(SCC(=O)Nc2ccc(N3CCOCC3)cc2)o1
 : -17 | 0.0
(46) O=C(C[C@@H]1C=C[C@@H](NC(=O)C2CCOCC2)[C@@H](CO)O1)NCc1ccncc1
 : 3 | -0.1
(47) Cc1ccc(OCC(=O)Nc2cccc(C(=O)O)c2)c(Br)c1
 : -9 | 0.3
(48) CCOc1ccc(Cl)cc1S(=O)(=O)n1nnc2ccccc21
 : 2 | -0.1
(49) C[C@@H]1CN([C@H](C)CO)C(=O)Cc2cc(NS(C)(=O)=O)ccc2O[C@@H]1CN(C)C(=O)Nc1cccc2ccccc12
 : -2 | /
(50) O=C(N[C@H]1CC[C@H](CCn2cc(C3(O)CCCC3)nn2)O[C@@H]1CO)c1ccccc1F
 : -4 | 0.1
(51) COc1ccc(NC(=O)N(C)C[C@H]2OCCCC[C@H](C)Oc3ccc(NC(=O)c4ccncc4)cc3C(=O)N([C@H](C)CO)C[C@@H]2C)cc1
 : / | 1.7
(52) Cc1noc(C)c1NC(=O)NCC[C@H]1CC[C@H](NC(=O)Nc2cccc(Cl)c2)[C@@H](CO)O1
 : -9 | -0.5
(53) O=C(NCC[C@@H]1CC[C@@H](NS(=O)(=O)Cc2ccccc2)[C@H](CO)O1)C1CCCCC1
 : 5 | 0.1
(54) CCCC(=O)Nc1ccc2c(c1)C(=O)N(C)C[C@H](OC)[C@H](C)CN(S(=O)(=O)c1cn(C)cn1)[C@@H](C)CO2
 : 10 | -0.2
(55) CO[C@H]1CN(C)C(=O)c2ccc(NC(=O)c3ccc(Oc4ccccc4)cc3)cc2OC[C@H](C)NC[C@H]1C
 : -13 | -0.1
(56) COCCNC(=O)CC1Sc2ccccc2NC1=O (stereo not given)
 : / | 1.4
(57) C[C@@H]1CN([C@H](C)CO)C(=O)c2cccc(NS(C)(=O)=O)c2O[C@@H]1CN(C)S(=O)(=O)c1cccs1
 : / | 2.8
(58) COc1ccc(NC(=O)Nc2ccc3c(c2)CC(=O)N([C@H](C)CO)C[C@H](C)[C@@H](CN(C)Cc2ccc(C(F)(F)F)cc2)O3)cc1
 : / | -1.1
(59) CSC(N)=Nc1csc(C(F)(F)F)c1-c1ccccc1
 : 0 | 1.7
(60) O=C(N[C@@H]1CC[C@H](CC(=O)N2CCOCC2)O[C@H]1CO)c1ccc2c(c1)OCO2
 : 3 | 0.3

Complete entries as entered above. Order of screens: PRC2 inh	IDH1 R132H inh
CCOc1ccccc1NC(=O)C1C(C(=O)O)C2C=CC1C21CC1 (stereo not given) across the screens: -14	-0.2
CSC(N)=Nc1csc(C(F)(F)F)c1-c1ccccc1 across the screens: 0	1.7
CCOc1ccc(Cl)cc1S(=O)(=O)n1nnc2ccccc21 across the screens: 2	-0.1
O=C(N[C@@H]1CC[C@@H](CCNC(=O)c2ccccc2F)O[C@H]1CO)c1ccc2c(c1)OCO2 across the screens: -6	-0.4
Cc1noc(C)c1NC(=O)NCC[C@H]1CC[C@H](NC(=O)Nc2cccc(Cl)c2)[C@@H](CO)O1 across the screens: -9	-0.5

Remaining list, next part.
Second line of a record – PRC2 inh | IDH1 R132H inh
(61) O=C(C[C@@H]1CC[C@@H](NC(=O)c2ccncc2)[C@@H](CO)O1)NCCc1ccncc1
 : 4 | 0.3
(62) C[C@@H]1CN([C@H](C)CO)C(=O)c2cc(C#Cc3ccncc3)cnc2O[C@H]1CN(C)CC1CCOCC1
 : 100* | 3.9
(63) CC(C)NC(=O)N(C)C[C@@H]1Oc2ccc(NC(=O)Cn3cnnn3)cc2C(=O)N([C@H](C)CO)C[C@H]1C
 : / | -0.5
(64) CNC[C@H]1Oc2cc(C#CC3(O)CCCC3)ccc2S(=O)(=O)N([C@@H](C)CO)C[C@@H]1C
 : -14 | 4.5
(65) CC(=O)N(C)C[C@@H]1Oc2cc(C#Cc3ccccc3F)ccc2S(=O)(=O)N([C@H](C)CO)C[C@@H]1C
 : -3 | -0.5
(66) C[C@H](CO)N1C[C@H](C)[C@H](CN(C)C(=O)C2CC2)Oc2cc(C#Cc3ccccc3)ccc2S1(=O)=O
 : -14 | -1.4
(67) Cc1nc2ccc(NC(=S)NCCCO)cc2nc1C
 : / | -0.2
(68) C[C@H]1CN([C@@H](C)CO)C(=O)Cc2cc(N(C)C)ccc2O[C@@H]1CN(C)Cc1ccc(Cl)c(Cl)c1
 : -18 | 0.0
(69) O=C(Nc1ccc(Cl)c(Cl)c1)C(Cc1ccccc1)N1C(=O)c2ccccc2C1=O (stereo not given)
 : 7 | 0.3
(70) C=C1C[C@@]23CCC4[C@](C)(C(=O)O)CCC[C@@]4(C)[C@]2(O)CCC1C3 (stereo not given in full)
 : / | 0.1
(71) O=C(C[C@H]1C[C@@H]2c3cc(NC(=O)C4CCC4)ccc3O[C@@H]2[C@@H](CO)O1)NC1CCCC1
 : -1 | -0.1
(72) C[C@@H]1CN([C@H](C)CO)S(=O)(=O)c2ccc(C3=CCCC3)cc2O[C@@H]1CN(C)Cc1cccc(C(=O)O)c1
 : / | 0.0
(73) COc1ccccc1S(=O)(=O)N(C)C[C@@H]1OCc2cn(nn2)CCCC(=O)N([C@@H](C)CO)C[C@@H]1C
 : 0 | 1.7
(74) COc1cc(NC(=O)C(C)Oc2ccc(Cl)cc2Cl)c(C(=O)O)cc1OC (stereo not given)
 : -9 | 1.2
(75) C[C@@H]1CCCCO[C@H](CN(C)C(=O)c2ccncc2)[C@H](C)CN([C@H](C)CO)C(=O)c2cc(NS(C)(=O)=O)ccc2O1
 : / | 2.6
(76) C[C@H](CO)N1C[C@H](C)[C@@H](CN(C)C(=O)Nc2ccc(F)cc2)Oc2ncc(-c3cccnc3)cc2C1=O
 : / | 17
(77) CO[C@H]1CN(C)C(=O)c2cc(NC(=O)c3cc(C)on3)ccc2OC[C@H](C)N(C(C)=O)C[C@H]1C
 : -6 | -0.1
(78) CCCN(C)C[C@H]1Oc2cc(C#Cc3cccc(F)c3)ccc2S(=O)(=O)N([C@H](C)CO)C[C@H]1C
 : -22 | 0.1
(79) CO[C@@H]1CN(C)C(=O)c2cc(NC(=O)c3ccccc3F)ccc2OC[C@H](C)N(C)C[C@@H]1C
 : 10 | -0.1
(80) CC(C)NC(=O)N(C)C[C@H]1OCCCC[C@@H](C)Oc2ccc(NC(=O)CCCN(C)C)cc2C(=O)N([C@H](C)CO)C[C@@H]1C
 : -5 | 1.8
(81) CCOc1ccc2c(c1)C(C)=CC(C)(C)N2
 : / | 0.9

Two entries from above, with bars between the fields.
# | Molecule | PRC2 inh | IDH1 R132H inh
74 | COc1cc(NC(=O)C(C)Oc2ccc(Cl)cc2Cl)c(C(=O)O)cc1OC (stereo not given) | -9 | 1.2
75 | C[C@@H]1CCCCO[C@H](CN(C)C(=O)c2ccncc2)[C@H](C)CN([C@H](C)CO)C(=O)c2cc(NS(C)(=O)=O)ccc2O1 | / | 2.6
